Screening data (PubChem BioAssay)
Autophagy mod = autophagy modulators in MEF cells, primary screen, imaging, high-content, MEF GFP-LC3. MEF GFP-LC3 puncta imaging; test concentration mostly 10 µM. calls only at 10 µM (by protocol). hit rate 0.98% among 190,000;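 active means percentage of spot-positive cells more than 3 SD above its plate mean, without a fluorescence outlier flag or 80% toxicity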;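 further: spot-positive cell cutoff set from DMSO-treated cells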
MT stabilize HCS = microtubule stabilizers in HeLa cells, primary screen, imaging, high-content imaging | % tubulin-high responders, % at 10 µM | AID 2205, 2009 | HeLa tubulin immunostaining HCS, 24 h; share of cells brighter than vehicle mean+2SD | hit rate 0.83% among 200,000;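 active means plate Z-score above 3 for both tubulin-high and condensed-nucleus cell shares, with cell loss under 80%, at 10 µM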;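 further: anti alpha tubulin signal scored within the nucleus-defined area of each cell; some results filed as inactive read as strong as hits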
Dynein transport = inhibitors of GR-EGFP nuclear translocation, primary screen, dynein cargo transport inhibitor project, imaging, high-content, 3617.4 mouse cells. test concentration mostly 20 µM; stimulated with dexamethasone, 1 µM; stronger effect = lower value. AID 1381, 2008. z-score, hits read low. hit rate 0.47% among 220,000;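 active means plate z-score of nuclear minus cytoplasmic receptor signal below a set negative limit, without overly bright fluorescence or cell loss, cut at about -3.5 in these data, passing the limit was not always enough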;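 further: z-score of nuclear minus cytoplasmic ring GR-EGFP intensity difference per well; some compounds called inactive have numbers as strong as hits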
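Buffer or medium: tetracycline-free induction medium containing charcoal-stripped FBS / Reagent: dexamethasone agonist, 1.0 µM final, for 30 min / Technique: automated 10x imaging of fixed Hoechst-stained cells / Times: induction 48 h, compound 1 h, agonist 30 min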
b-catenin transl = modulators of beta-catenin nuclear translocation, primary screen, imaging, HeLa cells, immunofluorescence, high-content | nuclear translocation activity, % at 5 µM | hit rate 0.3% among 190,000;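 active means nuclear translocation activity above 50% at 5 µM, with a well cell count of 50 or more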;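 further: per-cell ratio of nuclear to cytoplasmic median beta-catenin stain intensity; plate controls were DMSO negative control for no effect and GSK-3 inhibitor IX positive control for full effect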
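Test system: human HeLa cell line; Doses: 5 µM primary, 0.02–20 µM confirmation; Incubation: 24 h compound exposure, 37°C; Detection: beta-catenin immunofluorescence imaging with DAPI; Read-out: beta-catenin nuclear/cytoplasmic ratio, % activation.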
Insulin prom up = insulin promoter activators in MIN6 cells, imaging, high-content screening, mouse beta cells; MIN6 insulin promoter-GFP reporter; stronger effect = higher value; z-score at 5 µM; hit rate 0.3% among 190,000; AID 1625, 2009;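 active means z-score above 3 at 5 µM with at least 500 cells counted in the well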
Hep lipid drop = inhibitors of hepatocyte lipid droplet formation, primary screen, imaging, high-throughput imaging, BODIPY stain; hit rate 0.4% among 240,000; inhibition, % at 6.5 µM; AML12 mouse hepatocytes, oleate lipid droplets;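 active means lipid droplet intensity inhibited by at least 50%, with more than 500 cells counted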
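System: AML12 hepatocytes (mouse). Probe or stimulus: oleic acid at 100 µM to induce lipid droplet formation. Times: overnight treatment with compound plus oleate. Detection: Image-based BODIPY and DAPI two-channel analysis. Evaluation: percent inhibition of filter-corrected integrated lipid droplet intensity per well.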
ER stress rescue = rescue of cells from ER stress-induced death, primary screen, 384-well, CSM14.1, thapsigargin, ATP luminescence (AID 1222). CSM14.1 thapsigargin-induced death rescue, ATP luminescence; higher % means a stronger effect. one-dose cellular ATP content (survival), % at 20 µM; EC50 in µM for titrated hits. 190,000 tested, under 10 active;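 active means EC50 below 50 µM in the dose-response confirmation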;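 further: death triggered by thapsigargin at about 15 µM added after 2 h compound pretreatment; cell ATP read after overnight thapsigargin exposure of roughly 18 to 22 hours; normalized against plate controls of thapsigargin alone and 5% DMSO vehicle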
WT yeast gro inh = growth inhibition of WT strain, primary screen, mitochondrial fusion inhibitor project, WT and mutant strains, chemical genetic; hit rate 2.1% among 190,000; AID 1362, 2008; inhibition, % at 10 µM; mitochondrial fusion phenotypic screen; in the data active means inhibition above about 58%; tested in S. cerevisiae
XIAP displacement = XIAP antagonists, biochemical, IAP family, fluorescence polarization (AID 1018). E3 ubiquitin-protein ligase XIAP (Homo sapiens). XIAP BIR domain, fluorescence polarization peptide displacement; higher % means a stronger effect. one-dose displacement, % at 20 µM; IC50 in µM for titrated hits. hit rate 0.007% among 200,000; in the data active means displacement above about 50%; further: a part of the inactive calls stands beside numbers as strong as those of hits
WT yeast gro inh mutant strain = also measured in WT yeast gro inh; calls as there; inhibition, %; mitochondrial fusion phenotypic screen, mutant strain inhibition
Dynein transport cytoplasmic EGFP = second read-out of Dynein transport, no call of its own (marks repeat the call); z-score; measured here: cytoplasmic GR-EGFP intensity; stronger effect = higher value
Dynein transport nuclear GR-EGFP = also measured in Dynein transport; calls as there; z-score; measured here: nuclear GR-EGFP intensity;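 lower value marks the stronger effect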
Dynein transport cell count = recorded beside Dynein transport, whose call it bears; z-score; measured here: cell count per field
Insulin prom up cell count = further read-out of Insulin prom up, marked with its call; cell count; measured here: cytotoxicity, nuclei count;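 total cells summed across four imaged fields per well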
Hep lipid drop cells 6.5 µM = further read-out of Hep lipid drop, marked with its call; cell count; measured here: cell count, cytotoxicity flag;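 cells counted across two imaged fields per well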
b-catenin transl cell count 5 µM = also measured in b-catenin transl; calls as there; cell count; measured here: cell count, cytotoxicity flag
MT stabilize HCS Hoechst-high % = also measured in MT stabilize HCS; calls as there; % Hoechst-high responders; measured here: nuclear condensation Hoechst responders;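 share of cells brighter than vehicle mean plus two SD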
MT stabilize HCS cytotoxicity % = also measured in MT stabilize HCS; calls as there; toxicity, %; measured here: cytotoxicity by cell density;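 0% = mean cell density of plate MIN control wells and 100% = no cells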
Autophagy mod cell loss 18 h = second read-out of Autophagy mod, no call of its own (marks repeat the call); toxicity, %; measured here: cell loss, nuclei count;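 cell loss after 18 h compound exposure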
* marks the source's active call; other numbers are inactive results; i = inactive; / = not tested or not shown. Outcome played no part in choosing rows, and some 4% of all compounds hit somewhere here.

SMILES	Autophagy mod	Autophagy mod cell loss 18 h	MT stabilize HCS	MT stabilize HCS Hoechst-high %	MT stabilize HCS cytotoxicity %	Dynein transport	Dynein transport cytoplasmic EGFP	Dynein transport nuclear GR-EGFP	Dynein transport cell count	b-catenin transl	b-catenin transl cell count 5 µM	Insulin prom up	Insulin prom up cell count	Hep lipid drop	Hep lipid drop cells 6.5 µM	ER stress rescue	WT yeast gro inh	WT yeast gro inh mutant strain	XIAP displacement
Nc1c(Cl)ncnc1NCC(O)CO (stereo not drawn)	/	/	/	/	/	0.19	-0.23	0.057	0.012	0.7	1342	0.04	993	-8	657	/	/	/	/
CCOC(=O)C1CCCN(C(=O)Cc2c(F)cccc2Cl)C1 (stereo not drawn)	i	34	3.9	2.6	4.8	0.091	-0.24	-0.2	1	-0.2	905	0.65	1246	-3	711	-3.3%	-14	4	-3.8%
Cc1ccc(C(C(=O)NCc2ccco2)N(C(=O)Cn2nnc3ccccc32)c2ccccc2)o1 (stereo not drawn)	i	5	5.8	3.6	0.9	-0.56	-0.28	-0.53	0.54	-7.3	969	-0.45	1180	/	/	7.5%	11	10	-4.2%
CC1(C)CC(=O)/C(=C(\O)CCCN2C(=O)c3ccccc3C2=O)C(=NCC(=O)O)C1	i	1	2.9	2.1	6.6	-0.54	0.71	-0.15	13	0.2	1064	-0.2	1294	2	719	-0.5%	-58	-9	-6.4%
COc1ccc(C(C)NC(=O)c2ccc(Cl)cc2)cc1OC (stereo not drawn)	i	-16	9.8	3.0	5.9	-0.12	1.7	0.054	-0.46	-0.7	962	/	/	0	541	0.9%	-1	-4	-4.1%
COC(=O)c1ccc(NC(=O)CSc2nnc(Cc3cccn3C)n2-c2ccc(F)cc2)cc1	i	0	1.2	3.4	13	0.72	-0.23	0.52	0.046	-2.0	1128	-0.61	1470	20	681	/	-2	-4	-6.9%
Cc1cc(NC(=O)C2CCCO2)ccc1Br (stereo not drawn)	i	-3	3.1	2.6	7.7	-0.067	-0.15	0.58	-0.41	-1.1	1126	-0.03	1761	4	658	-0.7%	-2	3	-1.1%
CC(Nc1nc(-c2ccccc2O)nc2ccccc12)c1ccccc1 (stereo not drawn)	/	/	/	/	/	-0.24	-0.23	0.24	0.38	-0.3	1402	-1.2	978	-15	709	/	/	/	/
N#Cc1ccc(-c2csc(NC(=O)/C=C/c3cccs3)n2)cc1	i	7	4.1	4.2	8.5	0.069	-0.25	-0.4	-0.83	-2.8	494	-0.57	1424	3	617	1.0%	10	-6	-1.9%
COc1ccc(C2C(C#N)=C(N)Nc3onc(C(C)(C)C)c32)c(OC)c1 (stereo not drawn)	i	-9	3.1	2.9	1.2	-0.013	-0.27	-0.083	-0.5	0.9	568	-0.04	1201	25	739	-1.0%	8	-4	-2.5%
O=c1cc(CSc2ccccc2)[nH]c(=S)[nH]1	i	12	3.3	2.1	4.7	-0.23	-0.18	-0.29	-0.25	/	/	/	/	/	/	-4.5%	-30	-12	-2.2%
Cc1ccc(C2CC2C(=O)NN)cc1 (stereo not drawn)	i	-5	4.4	1.5	2.6	-1.2	-0.1	-1	-1.4	/	/	/	/	/	/	-0.7%	-24	5	-3.3%

Complete entries from above. Order of values: Autophagy mod | Autophagy mod cell loss 18 h | MT stabilize HCS | MT stabilize HCS Hoechst-high % | MT stabilize HCS cytotoxicity % | Dynein transport | Dynein transport cytoplasmic EGFP | Dynein transport nuclear GR-EGFP | Dynein transport cell count | b-catenin transl | b-catenin transl cell count 5 µM | Insulin prom up | Insulin prom up cell count | Hep lipid drop | Hep lipid drop cells 6.5 µM | ER stress rescue | WT yeast gro inh | WT yeast gro inh mutant strain | XIAP displacement
Entry for Cc1cc(NC(=O)C2CCCO2)ccc1Br (stereo not drawn) → i | -3 | 3.1 | 2.6 | 7.7 | -0.067 | -0.15 | 0.58 | -0.41 | -1.1 | 1126 | -0.03 | 1761 | 4 | 658 | -0.7% | -2 | 3 | -1.1%
Entry for COc1ccc(C(C)NC(=O)c2ccc(Cl)cc2)cc1OC (stereo not drawn) → i | -16 | 9.8 | 3.0 | 5.9 | -0.12 | 1.7 | 0.054 | -0.46 | -0.7 | 962 | / | / | 0 | 541 | 0.9% | -1 | -4 | -4.1%

(more compounds)
SMILES	Autophagy mod	Autophagy mod cell loss 18 h	MT stabilize HCS	MT stabilize HCS Hoechst-high %	MT stabilize HCS cytotoxicity %	Dynein transport	Dynein transport cytoplasmic EGFP	Dynein transport nuclear GR-EGFP	Dynein transport cell count	b-catenin transl	b-catenin transl cell count 5 µM	Insulin prom up	Insulin prom up cell count	Hep lipid drop	Hep lipid drop cells 6.5 µM	ER stress rescue	WT yeast gro inh	WT yeast gro inh mutant strain	XIAP displacement
CCCc1cc(C(N)=O)c(NC(=O)C2CCCO2)s1 (stereo not drawn)	i	-12	2.8	1.7	0.6	0.53	-0.24	0.22	0.46	0.7	1045	-0.09	1817	-1	655	2.5%	-19	3	-3.4%
COC(=O)CSc1nnc(CNC(=O)c2ccccc2OC)n1-c1ccc(OC)cc1	i	-27	1.5	0.8	3.6	-0.9	-0.2	-0.42	0.82	-3.0	806	0.84	1337	/	/	-0.2%	10	-4	-2.9%
CCNc1nc(N)nc(Oc2ccc(OCCOc3ccccc3)nn2)n1	i	6	3.0	1.7	4.2	-0.11	-0.22	-0.068	-0.051	-2.1	1170	-0.57	1272	-4	785	2.1%	-13	-1	-3.3%
CC(=O)OCC(OC(C)=O)C(OC(C)=O)C(OC(C)=O)C(=O)Nc1ccc(C)cc1C (stereo not drawn)	i	-12	5.6	3.0	7.3	-0.28	-0.19	0.17	-0.051	-1.2	1195	-0.38	1178	/	/	1.0%	-12	1	-0.8%
CCOC(=O)c1cc(C(=O)c2cc(Br)ccc2O)coc1=N	i	-34	2.4	0.9	1.2	3.2	-0.28	1.8	-1.1	-0.7	1113	0.18	1202	10	778	-1.2%	-2	3	-5.2%
CC(=O)Nc1cc(-c2nn(CC(=O)N3CCCCC3)c(=O)c3ccccc23)ccc1N1CCOCC1	i	2	2.3	0.9	35	0.042	-0.28	0.32	-0.11	-0.7	1044	0.33	1231	-6	760	1.5%	4	5	-3.7%
CC(C)(C)c1cc(C(=O)NCC(=O)OCC(=O)c2cccc([N+](=O)[O-])c2)cc(C(C)(C)C)c1	i	-5	1.6	3.5	9.5	0.61	-0.28	0.24	-0.6	-1.1	554	0.12	1308	2	575	-0.9%	-3	-19	-5.4%
NC(=O)COc1ccccc1	/	/	/	/	/	0.42	-0.25	0.61	0.25	0.3	1356	-0.2	1054	3	774	/	/	/	/
Cc1ccc2c(c1)nnn2C1CCN(C(=O)C2CCCCC2)CC1	i	-6	4.2	2.9	7.9	-1.2	-0.22	-0.22	4.4	-4.9	964	-2.5	931	/	/	0.6%	12	33	-7.6%
O=C(O)C(Cc1ccccc1)n1cccc1 (stereo not drawn)	i	-8	5.9	3.4	6.9	0.17	-0.22	0.15	-0.28	-1.5	1018	-0.33	1499	/	/	-0.7%	1	14	1.7%
Cc1ccccc1NC(=S)NCCc1c[nH]c2ccccc12	i	13	3.4	1.4	5.8	0.024	-0.22	0.11	-0.42	-0.3	891	-0.19	1102	-14	590	1.0%	-4	0	-4.3%
CCC(CC)Nc1ccc(C(CC(N)=O)NC(=O)Cc2ccc(Br)cc2)cc1[N+](=O)[O-] (stereo not drawn)	/	/	/	/	/	0.45	-0.59	0.17	-0.3	-0.7	1283	1	892	-5	714	/	/	/	/
CCOc1ccc(NC(=O)CSc2nc3[nH]ncc3c(=O)n2-c2ccccc2OC)cc1	i	-6	3.8	3.4	2.1	0.032	-0.25	0.98	-0.49	-0.4	541	0.28	1264	-17	766	-2.3%	7	-21	-1.7%
O=C(OCc1cc2ccccc2[nH]c1=O)c1ccncc1	i	-1	2.4	3.2	7.4	-0.012	-0.29	0.21	0.59	3.5	1162	0.34	1151	-12	763	-0.2%	-15	-7	-7.5%
CCn1c(SCC(=O)Nc2ccc3c(c2)OCO3)nc2c1c(=O)n(C)c(=O)n2C	i	-29	6.6	3.2	10	-0.32	-0.38	-0.56	1.4	-3.6	1197	0.57	808	2	781	-2.1%	0	-4	-15%
CCOC(=O)c1cc(CC)sc1NC(=O)c1ccc([N+](=O)[O-])c(N2CCOCC2)c1	i	0	2.1	3.3	6.8	2.5	0.091	3.4	-2.3	-0.3	965	0.43	2421	-7	600	-4.4%	4	-4	-13%
CCn1c(CNC(=O)c2ccccc2F)nnc1SCCOc1ccccc1	i	9	1.2	1.4	4.7	-0.6	-0.29	-0.11	0.75	-0.7	916	-1.1	1603	3	654	0.5%	7	6	-4.5%
COc1cccc(CN2CCN(C(=O)Nc3ccc([N+](=O)[O-])cc3)CC2)c1	i	4	1.7	2.2	2.8	-0.94	-0.22	-0.37	0.81	-0.3	1025	-0.08	1455	-4	661	2.2%	8	-6	1.2%
CCCCSc1nnc2c(n1)[nH]c1ccccc12	i	-8	2.1	0.8	7.0	2.1	-0.11	1	-0.78	3.3	1142	-0.35	1210	-2	747	-3.8%	2	-6	-6.6%
O=[N+]([O-])c1ccc(O)c(/C=N/n2cnc3ccccc32)c1	i	0	5.2	2.1	1.8	-0.9	-0.23	-0.62	0.42	-4.9	1136	-0.2	1319	0	665	15%	-9	-4	1.5%
CC(=O)CCN1CCOCC1	i	21	1.3	0.9	6.5	0.78	0.19	0.94	-1.5	/	/	1.6	783	12	805	1.2%	-6	5	-5.2%
